# ZTA DNA inh – blocks Epstein-Barr virus ZTA, an EBNA-1 counter-screen; 320,000 tested, 0.15% active; inhibition, % at 11 µM; P03206; ZTA-DNA binding, fluorescence polarization; in the data active = inhibition above about 33%
# Target sequence (P03206 whole entry, looked up): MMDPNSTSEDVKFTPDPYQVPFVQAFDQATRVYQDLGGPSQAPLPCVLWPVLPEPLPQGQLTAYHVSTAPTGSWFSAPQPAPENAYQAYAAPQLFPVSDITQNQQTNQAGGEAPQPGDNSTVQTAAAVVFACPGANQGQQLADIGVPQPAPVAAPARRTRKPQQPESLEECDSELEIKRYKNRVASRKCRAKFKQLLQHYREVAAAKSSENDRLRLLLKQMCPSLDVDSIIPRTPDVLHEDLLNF
# TPT1 inhibitor – C. albicans TPT1 enzyme inhibition; AID 1962; inhibition, % at 5 µM; 300,000 tested, 0.81% active; recombinant caTPT1, FP RNA substrate dephosphorylation;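 active = inhibition above the mean of all tested compounds plus 3 SD, set per screening campaign, cut at about 24% in these data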;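 also: plate controls were DMSO alone for no effect and ferristatin control at 100 nM for full effect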
# EBNA-1 inhibitor – blocks EBNA-1 binding to DNA; 300,000 tested, 0.34% active; EBNA-1 DNA binding, fluorescence polarization; AID 1950; inhibition, % at 14.8 µM; in the data active = inhibition above about 28%
# CTSL1 counter – blocks F. hepatica cathepsin L1 in PFM18AAP counter-screen | 300,000 tested, 0.49% active | inhibition, % at 5.96 µM | recombinant F. hepatica cathepsin L1, Z-Leu-Arg-MCA fluorescence;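 active = inhibition above the mean of all tested compounds plus 3 SD, set per screening campaign, cut at about 17% in these data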;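 also: 0% = plate median of test compound wells and 100% = 1 µM Z-Phe-Ala-diazomethylketone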
# PP5 primary – PP5 (human) phosphatase inhibition; P53041; purified PP5c, OMFP substrate fluorescence; inhibition, % at 6.7 µM; 320,000 tested, 0.18% active;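 active = inhibition above the campaign's mean inhibition across all tested compounds plus 3 SD, cut at about 9.5% in these data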;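 also: 0% = DMSO only and 100% = 100 µM cantharidin control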
# JMJD2C inh – blocks human GASC-1 demethylase activity; Q9H3R0; GST-JMJD2C(1-420) H3K9me3 demethylation, DELFIA europium; inhibition, % at 2.35 µM; 330,000 tested, 0.069% active; AID 2099;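 active = more than half of a compound's replicate wells show inhibition beyond 50%, single wells judged on their own value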;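 also: signal counts dimethyl H3K9 product captured on neutravidin plate; 0% = median of DMSO wells and 100% = 0.3 times that DMSO median; strong numbers were not always called active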
# Target sequence (Q9H3R0 1-420 limits assumed): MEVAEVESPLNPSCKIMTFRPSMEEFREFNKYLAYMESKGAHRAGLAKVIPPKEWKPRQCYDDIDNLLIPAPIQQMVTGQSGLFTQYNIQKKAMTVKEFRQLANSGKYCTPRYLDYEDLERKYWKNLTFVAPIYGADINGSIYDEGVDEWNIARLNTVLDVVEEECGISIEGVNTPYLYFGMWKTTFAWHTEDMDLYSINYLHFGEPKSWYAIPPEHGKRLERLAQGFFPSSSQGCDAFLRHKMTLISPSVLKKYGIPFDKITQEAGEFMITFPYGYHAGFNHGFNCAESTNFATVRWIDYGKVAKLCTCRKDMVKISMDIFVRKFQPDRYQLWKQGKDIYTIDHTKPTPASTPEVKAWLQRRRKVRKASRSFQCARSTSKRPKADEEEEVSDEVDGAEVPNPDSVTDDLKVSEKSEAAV
# Yeast superoxide – caloric restriction mimetics inhibiting age-related superoxide in yeast; S. cerevisiae aged cells, superoxide DHE fluorescence; stronger effect = lower value; 330,000 tested, 0.18% active; superoxide response (% of plate mean), % at 10 µM;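 active = superoxide response under a set limit, about three screen SD below normal, cut at about 65% in these data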;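 also: yeast aged for seven days with compound at 30 °C before DHE staining; 100% = average MFI of all compound-treated wells on the plate with controls excluded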
# HCV core dimer – blocks dimerization of HCV core protein | AID 1899 | TR-FRET GST/Flag-core106 dimerization, 1536-well | 300,000 tested, 0.33% active | inhibition, % at 5 µM;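 active = inhibition above the mean of all tested compounds plus 3 SD, set per screening campaign, cut at about 45% in these data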
#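 System: GST-tagged and Flag-tagged HCV core protein residues 1-106 / Input: core106 proteins, GST 13.5 nM and Flag 17 nM / Buffer or medium: KF-containing HEPES buffer, pH 7.45, DTT, CHAPS, BSA / Probe or stimulus: Eu-anti-GST and XL665-anti-Flag labelled anti-tag antibodies / Schedule: 4 h, 22.5 °C incubation / Technique: TR-FRET 671 and 617 nm emission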
# PP1 counter – blocks human PP1-alpha phosphatase, a PP5 counter-screen. purified PP1alpha, OMFP fluorescence. inhibition, % at 6.7 µM. 320,000 tested, 0.9% active. AID 2235;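 active = inhibition above the mean inhibition of all tested compounds plus 3 SD, computed separately for each screening campaign, cut at about 15% in these data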
# Target sequence (P62136 whole entry, looked up): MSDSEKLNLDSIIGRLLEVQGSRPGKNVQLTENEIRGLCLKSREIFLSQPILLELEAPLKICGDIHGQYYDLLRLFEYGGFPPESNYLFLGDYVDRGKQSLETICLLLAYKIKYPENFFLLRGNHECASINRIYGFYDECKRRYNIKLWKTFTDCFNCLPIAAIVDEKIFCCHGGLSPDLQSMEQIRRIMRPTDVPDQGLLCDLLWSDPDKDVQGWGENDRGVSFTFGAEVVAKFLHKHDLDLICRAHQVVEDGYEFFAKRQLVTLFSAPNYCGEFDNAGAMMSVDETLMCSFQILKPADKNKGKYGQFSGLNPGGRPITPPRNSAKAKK
# Starred values were filed as active, the others as inactive; · = no result given; & = joins results of further samples.
SMILES,ZTA DNA inh,TPT1 inhibitor,EBNA-1 inhibitor,CTSL1 counter,PP5 primary,JMJD2C inh,Yeast superoxide,HCV core dimer,PP1 counter
N#CCCS(=O)(=O)c1ccc(N)cc1,12,-8,-3,3,2.6,2,89,-13,0
CCN1C(=O)CC(C(=O)NC)SC1=Nc1cc(Cl)c(O)c(Cl)c1 (configuration not stated),-2,-1,7,-2,4.3,-35,98,-1,-3
CC(C)(C)c1ccc(C(=O)Oc2ccccc2CCC(=O)O)cc1,3,-4,13,2,-0.6,-3,99,3,-2
O=C(/C=C/c1ccco1)NC(=S)Nc1cccc(C(=O)O)c1,21,0,5,0,-0.6,-6,96,9,1
COc1ccc(/C=C/C(=O)OCc2cccc([N+](=O)[O-])c2)cc1,-15,-2,-5,-1,-0.3,60,102,-4,0
COc1cc2c(cc1OC)-c1cc(OCc3ccccc3Cl)nc(=O)n1CC2,7,2,-1,4,2.3,-3,107,7,-1
CC(=O)c1cccc(NC(=O)c2c(C)nn(-c3ccccc3)c2Cl)c1,20,22,8,0,-0.7,-13,90,5,-2
Cc1ccc(OCC(=O)NNc2c3ccccc3nc3ccccc23)cc1,2,-2,4,6,1.6,-5,88,-16,3
Fc1ccc(Br)cc1SCCc1ccncc1,-1,-1,-1,0,3.5,6,87,0,-1
Cc1ccc(Cn2nnc3c(=O)n(CC(=O)NCc4ccccc4)cnc32)cc1,9,-5,-2,0,-1.6,-15,91,7,3
CCCOC(=O)CSC1=C(C#N)C(c2ccccc2Cl)CC(=O)N1 (configuration not stated),-7,2,-6,-1,0.8,2,102,0,-1
Oc1ccc(C2C(c3ccccc3)=NN=C(c3ccc(Cl)cc3)N2O)c(O)c1 (configuration not stated),-4,3,-3,-1,1.7,1,111,20,4
CC(=O)c1csc(COc2ccccc2)n1,10,-2,-8,-4,0.8,0,103,-1,2
CCOC(=O)[C@@H]1[C@H]2COc3ccc(Br)cc3[C@@H]2N2C(=O)N(c3ccc(Br)cc3)C(=O)[C@]12C,1,-1,-6,2,1.4,10,109,-5,-7
CCCC(=O)Nc1cc(S(=O)(=O)N2CCCCC2)ccc1N1CCOCC1,-6,·,·,·,-1.1,-8,136,·,-7
CC(C)Oc1ccc(CSC(=N)N)cc1,-8,-1,-2,1,0.0,16,95,1,0
COc1ccc([C@@H]2[C@@H]3C(=O)N(C(C)(C)C)C(=O)[C@@H]3[C@]3(Cc4ccccc4)C(=O)N(c4cccc(Cl)c4)C(=O)N23)cc1,2,2,-5,4,0.5,-4,99,14,3
Cc1nnc(SCCN2C(=O)c3ccccc3C2=O)nc1C,6,1,5,-2,1.1,1,98,2,1
Cc1ccc(C)c(N2CCN(S(=O)(=O)c3c(C(=O)N4CCCCC4)c(C)n(C)c3C)CC2)c1,6,-2,3,0,0.6,3,104,16,0
CCCCc1ccc(NS(=O)(=O)c2cccc(C(=O)N3CCCN(C)CC3)c2)cc1,-1,·,·,·,1.9,8,95,·,-1
COC(=O)c1c(NC(=O)CN2CCN(S(=O)(=O)c3ccccc3)CC2)sc2c1CCC(C)C2 (configuration not stated),-17,-1,4,-3,1.5,-6,104,-28,-2
O=C(CCN1C(=O)CSc2ccccc21)Nc1ccc(OC(F)(F)F)cc1,-25,·,·,·,3.3,2,109,·,2
Cc1nnc(SCC(=O)Nc2ccc(Br)cn2)[nH]c1=O,1,-4,2,2,-0.5,-10,94,0,-5
CCn1c(SCC(=O)Nc2cc(OC)ccc2OC)nc2c(c1=O)SCC2,-10,2,-10,0,4.9,0,101,-3,-2
CCOC(=O)c1c(C)oc2c1c(C=NCCC(=O)O)c(O)c1ccccc12,-4,-28,6,5,2.2,1,98,-2,-4
# (list continues)
SMILES,ZTA DNA inh,TPT1 inhibitor,EBNA-1 inhibitor,CTSL1 counter,PP5 primary,JMJD2C inh,Yeast superoxide,HCV core dimer,PP1 counter
Clc1cccc(CN2CCc3c([nH]c4ccccc34)C2)c1Cl,17,4,9,0,4.3,0,99,2,5
COc1ccc(C(=O)Nc2ccccc2C(N)=O)cc1,-6,-3,4,0,0.6,-3,81,-3,1
CS(=O)(=O)Nc1ccc(C(=O)N2CCN(c3ccccc3F)CC2)cc1,-3,2,-8,-3,2.2,-14,80,-1,-2
CNCc1ccccc1OCc1ccccc1F,-2,0,-11,-1,-4.6,2,114,-6,-11
Cc1cc(C(=O)COC(=O)/C=C/c2cccc(F)c2)c(C)n1C,0,-2,5,-4,-1.0,2,101,1,-2
Cc1ccc(NC(=O)c2ccc3c(SCC(=O)O)c4c(nc3c2)CCCC4)c(Br)c1,-6,-2,-7,3,1.1,25,88,19,-4
CC(C)Nc1nc(-c2ccncc2)nc(-c2ccccc2)c1C#N,3,1,0,0,-1.8,-5,85,-6,-2
C#CCN(CC=C)C(=O)c1ccc2nc(C3CCCCC3)oc2c1,-10,-2,-2,-2,1.6,8,109,14,-5
Cc1nnc2sc(SCC(=O)Nc3nccs3)nn2c1=O,-7,-3,-4,-2,1.1,-1,98,0,-4
CCN1C(=O)[C@H]2[C@@H](c3ccc(C)cc3)N3C(=O)N(c4ccccc4)C(=O)[C@@]3(Cc3ccc(Cl)cc3)[C@H]2C1=O,-3,-2,1,-8,-1.3,-15,110,4,0
CCOC(=O)C1CCN(S(=O)(=O)c2cc(Br)cc3c2N(C(=O)C2CC2)CC3)CC1,-15,-4,5,1,0.3,120,97,16,2
CCc1cc2c(=O)c(-c3nc4ccccc4n3C)c(C)oc2c(CN(CC)CC)c1O,14,-7,9,5,-2.3,-6,102,5,-1
Cc1cccc(N(C(=O)c2csnn2)C(C(=O)NCc2ccccc2)c2cccs2)c1 (configuration not stated),4,-3,5,0,-1.0,-2,86,-2,-1
CCOc1ccc(NCc2nnc(SCC(=O)Nc3cc(C)on3)n2-c2ccccc2OC)cc1,6,0,8,2,-2.0,2&39,96,2,-2
CCCOc1nc2c(c(=O)n(C)c(=O)n2C)n1C,-3,-1,11,1,-2.4,3,89,-5,0
Cc1cc(-c2ccccc2)n(-c2ccc(C(=O)N3CCN(c4ncccn4)CC3)cc2)n1,-7,-1,7,9,1.5,-4,104,0,-7
CCN1/C(=C/c2ccc3cccc(C)c3[n+]2CC)Sc2ccccc21,7,60*,-10,-2,5.0,-2,134,0,5
CC1CCCCN1S(=O)(=O)c1ccc([N+](=O)[O-])cc1 (configuration not stated),4,3,-12,2,1.6,0,113,1,-3
COc1ccc(-c2noc(CCC(=O)N3CCN(Cc4ccccc4)CC3)n2)cc1,3,2,1,4,-4.3,6,115,0,-1
CCOC(=O)c1snc(C(=O)NC2CCCCC2)c1N,-14,-5,-5,12,-0.9,2,80,5,2
CCOC(=O)C1=C(C)NC(C)=C(C(=O)OCCNC(=O)c2cccnc2)C1c1cccc([N+](=O)[O-])c1 (configuration not stated),9,-1,1,0,3.0,2,104,3,-3
CCOc1c(N2CC(C)OC(C)C2)c(=O)c1=O (configuration not stated),-1,-1,2,5,-1.5,4,96,-3,-3
Cc1cc(NC(=O)CCCn2cnc([N+](=O)[O-])n2)no1,-9,1,-10,-2,-2.8,12,110,-5,-2
O=C(c1ccc(S(=O)(=O)NCc2ccco2)cc1)N1CCN(Cc2ccc3c(c2)OCO3)CC1,5,0,-10,1,1.6,-3,102,3,-3
O=C(COC(=O)Cc1c(F)cccc1Cl)Nc1nnc(-c2ccccc2)o1,-14,1,-4,-26,-0.4,-2,92,3,12

# Reprinted at random: three records from the list.
SMILES,ZTA DNA inh,TPT1 inhibitor,EBNA-1 inhibitor,CTSL1 counter,PP5 primary,JMJD2C inh,Yeast superoxide,HCV core dimer,PP1 counter
COc1ccc(C(=O)Nc2ccccc2C(N)=O)cc1,-6,-3,4,0,0.6,-3,81,-3,1
CCOc1ccc(NCc2nnc(SCC(=O)Nc3cc(C)on3)n2-c2ccccc2OC)cc1,6,0,8,2,-2.0,2&39,96,2,-2
CCOC(=O)c1snc(C(=O)NC2CCCCC2)c1N,-14,-5,-5,12,-0.9,2,80,5,2

# (continued)
SMILES,ZTA DNA inh,TPT1 inhibitor,EBNA-1 inhibitor,CTSL1 counter,PP5 primary,JMJD2C inh,Yeast superoxide,HCV core dimer,PP1 counter
Cc1ccc(S(=O)(=O)NC(=O)Nc2ccc(F)c(F)c2)cc1,-12,2,-19,-1,0.9,-5,120,-14,2
CC(C(=O)Nc1ccccc1)N(C)CCOc1ccc(Br)cc1 (configuration not stated),7,2,-8,2,0.2,-5,93,-6,-1
CC(C)(C)C1CCC2(CC1)CC(=O)c1ccccc1O2 (configuration not stated),-9,2,-6,-2,4.2,4,109,-5,-3
O=C(O)CCc1nn2c3ccccc3n(CC(=O)c3ccccc3)c2nc1=O,2,-2,1,6,1.2,-9,95,-2,0
CCc1nc(NCc2ccco2)c2oc3ccccc3c2n1,-17,1,-2,1,2.1,-11,95,-1,2
CN(C)c1ccc(C2CC(=O)OC3=C2C(=O)CC(C)(C)C3)cc1 (configuration not stated),0,-1,4,-1,0.7,-10,108,6,3
CN1C(=O)/C(=N\OC(=O)c2cccc3ccccc23)c2ccccc21,-10,2,-10,-25,0.6,-7,95,9,-3
Cc1cc(C(=O)OCC(=O)NC2CC2)c2ccccc2n1,11,·,·,·,1.2,4,113,·,-2
COc1ccc(CCNC(=O)C2CCN(S(C)(=O)=O)CC2)cc1OC,5,-1,-4,5,-1.7,1,103,8,-3
O=C(/C=C/c1ccccc1)NCC(=O)N/N=C\c1cccnc1,-11,-1,3,4,4.1,-7,111,-5,1
Cc1ccc(-c2c3c(=O)n(C)c(=O)n(C)c3cn2N2CCOCC2)cc1,9,-4,1,-2,1.1,131,108,1,-1

# Some of these compounds in order of their number in EBNA-1 inhibitor, lowest first.
compound | EBNA-1 inhibitor
CC(C)(C)C1CCC2(CC1)CC(=O)c1ccccc1O2 (configuration not stated) | -6
O=C(O)CCc1nn2c3ccccc3n(CC(=O)c3ccccc3)c2nc1=O | 1
CN(C)c1ccc(C2CC(=O)OC3=C2C(=O)CC(C)(C)C3)cc1 (configuration not stated) | 4

# Part of the list above with just Yeast superoxide, JMJD2C inh and PP1 counter:
mol	Yeast superoxide	JMJD2C inh	PP1 counter
O=C(O)CCc1nn2c3ccccc3n(CC(=O)c3ccccc3)c2nc1=O	95	-9	0
CCc1nc(NCc2ccco2)c2oc3ccccc3c2n1	95	-11	2
CN(C)c1ccc(C2CC(=O)OC3=C2C(=O)CC(C)(C)C3)cc1 (configuration not stated)	108	-10	3
CN1C(=O)/C(=N\OC(=O)c2cccc3ccccc23)c2ccccc21	95	-7	-3
Cc1cc(C(=O)OCC(=O)NC2CC2)c2ccccc2n1	113	4	-2
